Source: PubChem BioAssay
Cneo AK release: Cryptococcus neoformans lysis via adenylate kinase release | AID 651654 | lysis activity, % at 15 µM | actives 0.2% (n = 360,000) | C. neoformans lysis, adenylate kinase release luminescence, 4 h; normalised: neutral wells 0, clomiphene wells 100;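 active means mean lysis activity across replicates of at least 80%, whatever share of replicates individually reach that level; inactive means mean lysis activity below 80%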
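Test system: log-phase Cryptococcus neoformans yeast cells; Quantity: yeast cell density of 5 × 10^6 cells/mL; Buffer or medium: YPD; Doses: single compound concentration per well; Timing: 4 h at 37 °C static, read 1 h later; Measured by: AK luminescence; Read-out basis: lysis from increased AK signal; Control set: Clomiphene as positive control.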
INS-1E GSIS act: primary screen for activators of insulin secretion dependent on glucose, INS-1E cells, GLuc reporter luminescence; INS-1E GLuc reporter insulin secretion, 2-3 h; activation, % at 16.6 µM; actives 0.61% (n = 370,000); AID 743287;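 active means lowest replicate activation of at least 40%, so every replicate reaches that level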;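 further: 0% = median of neutral control wells and 100% = median of IBMX positive control wells; some compounds called inactive have numbers as strong as hits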
PglD inh: blocks C. jejuni PglD acetyltransferase activity | inhibition, % at 12.5 µM | purified PglD enzyme, DTNB colorimetric CoA detection | actives 0.098% (n = 360,000) | AID 602405; in the data active means inhibition above about 16%, passing the limit was not always enough; further: strong numbers were not always called active
LGR2 antag: Drosophila LGR2 receptor signaling inhibition. HEK293 LGR2, CRE-luciferase, bursicon-stimulated, 4 h. inhibition, % at 9.99 µM. actives 0.35% (n = 380,000). AID 720647;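 active means drop in luminescence signal, shown as inhibition above about 50% in the replicate tests, limit read from the data, passing the limit was not always enough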;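 further: agonist challenge used bursicon conditioned medium at about half maximal strength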
Statin myotox sup: suppressors of simvastatin-induced myotoxicity in C2C12 myotubes; ATP luminescence, 48 h; scaled: DMSO 0, geranylgeraniol control 100; rescue of ATP level, % at 7.49 µM; actives 0.78% (n = 330,000);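 active means mean ATP rescue above about 67%, or every replicate alone reaching that limit, limit read from the data, passing the limit was not always enough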;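 further: myotubes were challenged with 10 µM simvastatin during compound exposure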
PGC1a acetyl inh: PGC1a acetylation modulation, inhibitor mode; U2OS PGC1a acetylation, AlphaScreen anti-acetyl-lysine; with virally co-expressed GCN5 acetyltransferase; inhibition, % at 15.6 µM; actives 0.17% (n = 350,000); AID 651687;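 active means every replicate shows inhibition of at least 40%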;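 further: 0% = neutral control wells and 100% = positive control wells; some results beyond the cut were filed as inactive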
PAX8 inh HTS: lowers PAX8-driven luciferase in RMG-I cells | RMG-I TPO-luciferase reporter, SteadyGlo, 24 h | inhibition, % at 12.6 µM | actives 1.2% (n = 360,000);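 active means mean replicate inhibition at least 60% with every replicate also reaching 60%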;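 further: luciferase light reporting Pax8 driven TPO promoter activity; plate controls were median of neutral control wells for no effect and mitoxantrone controls for full effect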
ARNT-TACC3 inh: disruptors of human ARNT/TACC3 interaction; Q9Y6A5; AlphaScreen His-ARNT PAS-B/GST-TACC3 binding, luminescence; TACC3 fragment carries E629A point mutation; inhibition, % at 9.99 µM; actives 0.66% (n = 390,000); AID 623870;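 active means mean inhibition of replicates at least 50% and at least half of replicates each reaching 50%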;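 further: 0% = complete ARNT plus TACC3 wells and 100% = ARNT alone without TACC3; many hits fall short of the cut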
* = called active by the depositor; · = no result given; & = joins results of further samples.

SMILES	Cneo AK release	INS-1E GSIS act	PglD inh	LGR2 antag	Statin myotox sup	PGC1a acetyl inh	PAX8 inh HTS	ARNT-TACC3 inh
C=C1[C@@H](C)[C@H]2[C@H](Cc3ccccc3)NC(=O)[C@]23OC(=O)/C=C/[C@H](O)CCC[C@@H](C)C/C=C/[C@H]3[C@@H]1O	0	·	-4	0	-77	31	74*	0
C=CCn1c(C)c(C=C2C(=O)NC(=O)NC2=O)c2ccccc21	-2	3	-7	20	6	17	10	33
C=CCCC[C@@H]1OC(=O)CNC(=O)C([C@@H](C)CC)NC(=O)[C@@H]2CCCN2C(=O)C([C@@H](C)CC)OC(=O)[C@H](Cc2ccccc2)N(C)C(=O)[C@H](C(C)C)NC(=O)C1(C)C (some centres not stated)	-1	0	-3	14	-8	-1	55	·
O=C(Cc1ccccc1)N1CCN(Cc2ccc([N+](=O)[O-])cc2)CC1	·	-14	·	2	16	7	0	-3
COc1ccc(-n2c(O)c(/C(C)=N/N3CCCCCC3)c(=O)[nH]c2=O)cc1	-2	3	2	6	·	7	-8	·
CCC(=NCc1cccnc1)c1c(O)n(-c2ccc(Cl)cc2)c(=O)[nH]c1=O	·	19	·	-17	·	·	-2	-10
Cc1cc(OCC(=O)N[C@@H](Cc2ccccc2)C(=O)O)c2c3c(c(=O)oc2c1)CCCC3	-3	·	-3	·	2	-2	·	-11
CC(Cc1ccccc1)[n+]1cc(/N=C(\[O-])N(C)C)on1 (configuration not stated)	0	13	2	-16	11	-1	·	-4
O=C1C(=Cc2ccccc2)N2CCC1CC2	-1	-7	3	2	3	-1	21	-9
COC(=O)c1cc(C(O)(C(=O)OC)C(F)(F)F)c(/N=C/N(C)C)s1 (configuration not stated)	0	-2	1	8	6	0	·	-2
COc1cc(CNCCc2ccc3c(c2)OCO3)ccc1O	0	-1	0	0	-2	-6	-6	-2
COc1cccc(CNCCc2c[nH]c3ccccc23)c1OC	·	-10	·	5	·	·	5	-1
COc1cc2occc2c2oc(=O)ccc12	10	8	7	5	8	·	-47	3
O=C1Nc2ccccc2Oc2ccccc21	2	10	0	8	-5	-1	9	·
O=c1cccc2n1CC1CC2CN(Cc2cccc(Cl)c2Cl)C1 (configuration not stated)	-5	·	1	·	17	-2	·	-3
Cc1ccc(S(=O)(=O)N(C)CCCC(=O)N2CCN(c3ccccn3)CC2)cc1	0	·	1	·	-18	-18	·	2
O=C([O-])c1ccc(-[n+]2c(-c3ccccc3)cc(-c3ccccc3)cc2-c2ccccc2)cc1	1	-48	2	-16	-6	-4	-1	9
CCC1C2Cc3ccc(O)cc3C1(CC)CCN2C (configuration not stated)	·	12	·	4	·	·	-24	-7
COC(=O)C1=C(c2ccc(OCc3ccccc3)cc2)C[C@@H]2CC[C@H]1N2C(=O)NCc1cccc(C(F)(F)F)c1	0	-3	-4	11	-15	·	12	0
FC(F)(F)c1ccc2c(c1)ncn2C1CCN(Cc2nnnn2C2CCCCC2)CC1	-3	·	-5	·	-1	9	·	-2
O=C1NC(=S)N(c2ccc(F)cc2)C(=O)/C1=C/c1ccccc1O	0	-13	2	-3	-8	-7	-1	-1
COc1cc2c(cc1OC)[C@@]13CCN4CC5=CCO[C@H]6CC(=O)N2[C@H]1[C@H]6[C@H]5C[C@H]43	0	-1	-1	4	-3	2	·	2
N[C@@H](Cc1c[nH]c2ccccc12)c1nnc(SCc2ccc(F)cc2)o1	2	3	-1	-9	40	10	·	1
CC(C)Cn1cc(C(=O)N2CCC3(CC2)OCCO3)c2c3ccccc3n(C)c2c1=O	3	12	-1	-11	-9	-12	·	4
COc1cccc2c1C(=O)c1c(O)c3c(c(O)c1C2=O)CC(O)(C(C)=NO)CC3OC1CC(N)C(O)C(C)O1 (configuration not stated)	·	-10	·	63*	·	-16	-16	8
CSc1ccc(C(=O)C2CCCN(Cc3ccn[nH]3)C2)cc1 (configuration not stated)	·	4	·	-7	2	3	6	3
O=C1NC(=O)N(CCc2ccc(F)cc2)C(=O)/C1=C/c1ccco1	·	3	·	-6	·	-5	7	1
C[N+](C)(C)CC#CCN1CCCC1=O	-3	7	5	-22	-2	-9	17	0
C/C(CC(c1ccccc1)c1c(O)c2ccccc2oc1=O)=N\NC(N)=S (configuration not stated)	-3	30	-2	-4	·	-14	-10	5
N#CCCn1cc(C(=O)O)c(-c2cccc([N+](=O)[O-])c2)n1	·	6	·	7	·	5	7	1
O=C(Cc1ccccc1)N1CCCCN2[C@H](CO)[C@H](c3ccc(-c4ccccc4)cc3)[C@H]2C1	5	-25	5	-6	·	-5	-34	19
Nc1cc(Cl)c2nonc2c1[N+](=O)[O-]	·	72	·	5	·	·	76*	6
Nc1ccc(CC(N)c2csc(Nc3ncccn3)n2)cc1 (configuration not stated)	4	5	-3	-12	·	·	2	·
c1cncc(CNCCc2ccc3c(c2)OCO3)c1	1	4	-8	-12	-4	20	-12	-1
COc1ccc(-c2nn(CCC#N)cc2C(=O)Nc2cccc([N+](=O)[O-])c2)cc1OC	-1	·	-3	-21	-5	-3	38	1
CC1=CC(C)C(COC(N)=O)(COC(N)=O)C(C)C1 (configuration not stated)	-3	-6	1	7	-1	-26	·	-1

Reformatted: results already given
mol | Cneo AK release | INS-1E GSIS act | PglD inh | LGR2 antag | Statin myotox sup | PGC1a acetyl inh | PAX8 inh HTS | ARNT-TACC3 inh
O=C1NC(=S)N(c2ccc(F)cc2)C(=O)/C1=C/c1ccccc1O | 0 | -13 | 2 | -3 | -8 | -7 | -1 | -1
COc1cc2c(cc1OC)[C@@]13CCN4CC5=CCO[C@H]6CC(=O)N2[C@H]1[C@H]6[C@H]5C[C@H]43 | 0 | -1 | -1 | 4 | -3 | 2 | · | 2
N[C@@H](Cc1c[nH]c2ccccc12)c1nnc(SCc2ccc(F)cc2)o1 | 2 | 3 | -1 | -9 | 40 | 10 | · | 1
CC(C)Cn1cc(C(=O)N2CCC3(CC2)OCCO3)c2c3ccccc3n(C)c2c1=O | 3 | 12 | -1 | -11 | -9 | -12 | · | 4
COc1cccc2c1C(=O)c1c(O)c3c(c(O)c1C2=O)CC(O)(C(C)=NO)CC3OC1CC(N)C(O)C(C)O1 (configuration not stated) | · | -10 | · | 63* | · | -16 | -16 | 8
CSc1ccc(C(=O)C2CCCN(Cc3ccn[nH]3)C2)cc1 (configuration not stated) | · | 4 | · | -7 | 2 | 3 | 6 | 3
O=C1NC(=O)N(CCc2ccc(F)cc2)C(=O)/C1=C/c1ccco1 | · | 3 | · | -6 | · | -5 | 7 | 1
C[N+](C)(C)CC#CCN1CCCC1=O | -3 | 7 | 5 | -22 | -2 | -9 | 17 | 0
C/C(CC(c1ccccc1)c1c(O)c2ccccc2oc1=O)=N\NC(N)=S (configuration not stated) | -3 | 30 | -2 | -4 | · | -14 | -10 | 5
N#CCCn1cc(C(=O)O)c(-c2cccc([N+](=O)[O-])c2)n1 | · | 6 | · | 7 | · | 5 | 7 | 1
O=C(Cc1ccccc1)N1CCCCN2[C@H](CO)[C@H](c3ccc(-c4ccccc4)cc3)[C@H]2C1 | 5 | -25 | 5 | -6 | · | -5 | -34 | 19
Nc1cc(Cl)c2nonc2c1[N+](=O)[O-] | · | 72 | · | 5 | · | · | 76* | 6
Nc1ccc(CC(N)c2csc(Nc3ncccn3)n2)cc1 (configuration not stated) | 4 | 5 | -3 | -12 | · | · | 2 | ·
c1cncc(CNCCc2ccc3c(c2)OCO3)c1 | 1 | 4 | -8 | -12 | -4 | 20 | -12 | -1
COc1ccc(-c2nn(CCC#N)cc2C(=O)Nc2cccc([N+](=O)[O-])c2)cc1OC | -1 | · | -3 | -21 | -5 | -3 | 38 | 1

Continued.
SMILES	Cneo AK release	INS-1E GSIS act	PglD inh	LGR2 antag	Statin myotox sup	PGC1a acetyl inh	PAX8 inh HTS	ARNT-TACC3 inh
COCCNC(=O)Cn1cc(/C=C2\C(=O)NC(=O)N(c3cccc(C)c3C)C2=O)c2ccccc21	1	-12	0	22	1	-7	-6	-4
COC(=O)C1=C(c2ccc(OC(F)(F)F)cc2)C[C@@H]2CC[C@H]1N2C(=O)NCCNC(C)=O	2	13	-3	12	4	·	-14	-4
COc1ccc(CCn2c(O)c(C=NCCCN(C)C)c(=O)[nH]c2=O)cc1OC	2	·	-1	·	2	1	-10	-16
Cc1ccnc(-n2c(C)cc(/C=C3\C(=O)NC(=S)N(C)C3=O)c2C)c1	6	-1	-2	4	·	11	0	2
S=C1CN=C(c2ccccc2)c2cc(Cl)ccc2N1	2	·	0	·	0	3	-14	5
O=P(OCC(F)(F)C(F)F)(N1CCCCC1)N1CCCCC1	1	·	-1	·	12	-7	·	0
Cc1ccsc1C(=O)C1CCCN(Cc2cc(C(C)C)n[nH]2)C1 (configuration not stated)	-18	-6	0	-8	5	-1	9	-6
Cc1ccc(-n2c(O)c(/C=N/NC(=O)c3ccncc3)c(=O)[nH]c2=O)cc1C	·	-4	·	5	·	·	34	62*
C[n+]1ccc(-c2cc[n+](C)cc2)cc1	1&-2	4&0	1&5	10&-9	2&7	-20&-8	0&-5	-8
O=c1[nH]c(=O)n(Cc2ccc(F)cc2)c(O)c1C=Nc1ccc(Cl)cc1	·	5	·	·	·	-4	10	-8
COc1cc(CNCCc2c[nH]c3ccccc23)cc(OC)c1OC	0	21	0	6	-5	·	8	·
CN(C)[C@@H]1C(=O)C(C(N)=O)=C(O)[C@@]2(O)C(=O)C3=C(O)c4c(O)cccc4[C@@](C)(O)C3C[C@@H]12 (some centres not stated)	-4	·	0	22	8	2	10	20
Nc1ccc(N2CCN(Cc3ccccc3Cl)CC2)c(Cl)c1	-1	·	0	·	·	9	·	0
COc1ccc(-n2c(O)c(C(C)=NCCN3CCNCC3)c(=O)[nH]c2=O)cc1	0	·	1	·	-3	-1	·	-6
CCC1CN1P(=O)(c1ccccc1)N1CC1CC (configuration not stated)	-1	·	1	20	2	9	-36	11
CCOC(=O)CC1c2ccccc2-n2nncc2CN1Cc1ccc(OC)cc1 (configuration not stated)	1	-17	1	7	-3	4	29	0
Cc1ccc2c(c1N)C(=O)c1ccccc1C2=O	-2	8	-1	-88	4	0	·	·
Oc1cccc2cccnc12	1	·	-2	·	9	3	·	·
COc1ccc(C(=O)OC2C[C@H]3CC[C@H](C2)N3C)cc1OC (some centres not stated)	1	-5	5	10	4	·	-24	-3
CCc1nc2ccc(Br)cc2c(=O)n1-c1ccccc1C(F)(F)F	0	8	-2	-5	·	-13	18	·
CCCCn1c(=O)c(C(=O)Nc2ccccn2)c(O)c2ccccc21	-3	9	3	2	4	20	12	-1
O=C1CN=C(c2ccc(Br)cc2)c2c(sc3c2CCCC3)N1CCN1CCCCC1	3	-24	-3	15	1	-1	20	22
CC(C)N(CC(O)c1cccc([N+](=O)[O-])c1)C(C)C (configuration not stated)	0	·	0	·	·	·	-3	0
N/C(=N\N=C\c1ccc(O)cc1O)N[N+](=O)[O-]	-1	·	5	·	-6	13	·	12
COCCCn1c(N)c(C(=O)OC(C)COC)c2nc3ccccc3nc21 (configuration not stated)	1	·	0	·	3	2	·	-1

Only part of the results is shown; count on the stated rates, not on these rows.
